High-throughput results as filed in PubChem BioAssay.
FLuc counter = counter-screen for miR-21 project: firefly luciferase inhibitors or activators | P08659 | purified FLuc, Km substrates, luminescence inhibition | Potency, µM (series often up to 57.5 µM), for the others: at the highest dose activity change, negative = inhibition, usual class: inhibitors | actives 6.9% (n = 360,000) | AID 588342;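 further: potency means the concentration at half of the fitted maximal effect; plate controls were vehicle for no effect and reference inhibitor for full effect; nearly all actives have a fitted effect of over 55% in size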
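Purified P. pyralis luciferase (10nM final) with 10uM D-luciferin and 10uM ATP (Km levels) in 50mM Tris acetate pH 7.5, 10mM Mg acetate, 0.01% Tween-20, 0.05% BSA; qHTS 6-point titration, ~60 µM downward; luminescence read.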
Giardia killer = kills Giardia lamblia. Giardia lamblia trophozoite viability. activity change, % at 7.66 µM, hits read low. actives 0.15% (n = 340,000). AID 540267; in the data active means activity change below about -80%; inconclusive means between about -30% and that limit;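 further: parasites exposed to compound for two days anaerobically before the ATP read; on the % scale 0 is the no-effect control and ±100 the full control effect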
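ATP-content bioluminescence gauges trophozoite survival. Cells (100/well) receive compound and incubate anaerobically for 48 hrs at 37 deg C; detection reagent follows for 15-30 min at room temperature.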
NPC1 prom act = NPC1 promoter activation; Huh7 NPC1 promoter luciferase reporter, 24 h; Potency, µM (top dose mostly 9.22 µM), for inactives: at the top dose activation, usual class: activators; actives 2.4% (n = 320,000); AID 485313;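 further: potency means the concentration at half of the fitted maximal effect; % of control where 0% means no effect; nearly all actives have a fitted effect of over 60% in size; reporter is driven by a mutant NPC1 promoter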
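Luminescence read-out of NPC1 promoter-driven luciferase in stably transfected Huh7 cells; compounds delivered in DMSO and left 24 h at 37C, 5% CO2, qHTS titration format.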
FBPA coupling cs = inhibits coupling enzyme system, counter-screen for aldolase hits; actives 0.67% (n = 290,000); activity change, negative = inhibition, % at 58.2 µM, hits read low; coupling enzyme system counterscreen, AmpLite Red fluorescence; in the data active means activity change below about -30%; further: on the % scale 0 is the no-effect control and ±100 the full control effect
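Compounds tested against the coupling enzymes alone at 57.5 uM final; readout was AmpLite Red fluorescence (525/598 nm) after 20 min at RT.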
uPA surface inh = blocks generation of uPA at the cell surface; cell surface uPA generation assay, qHTS; Potency, µM (titrated, usually from 38.3 µM), for inactives: top-dose activity change, negative = inhibition, actives largely listed as inhibitors; actives 0.31% (n = 330,000); AID 540303; active means well fitted inhibition curve with a large enough effect; inconclusive means small, poorly fitted or top-dose-only effect; inactive means no such curve, though single readings can be large or run the other way; tested in mouse RAW 264.7 cells; further: potency means the concentration at half of the fitted maximal effect; on the % scale 0 is the no-effect control and ±100 the full control effect; nearly all actives have a fitted effect of over 55% in size
Tb PFK block = inhibitors of T. brucei phosphofructokinase. AID 485367. O15648. T. brucei PFK, ADP-Glo luminescence. actives 0.17% (n = 330,000). Potency, µM (doses to about 57.5 µM), without a hit: at the highest dose activity, negative = inhibition, hits mostly inhibitors;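 further: potency means the concentration at half of the fitted maximal effect; 0% = uninhibited 1x PFK enzyme wells and -100% = no-enzyme wells; nearly all actives have a fitted effect of over 60% in size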
Target sequence (O15648 whole entry, looked up): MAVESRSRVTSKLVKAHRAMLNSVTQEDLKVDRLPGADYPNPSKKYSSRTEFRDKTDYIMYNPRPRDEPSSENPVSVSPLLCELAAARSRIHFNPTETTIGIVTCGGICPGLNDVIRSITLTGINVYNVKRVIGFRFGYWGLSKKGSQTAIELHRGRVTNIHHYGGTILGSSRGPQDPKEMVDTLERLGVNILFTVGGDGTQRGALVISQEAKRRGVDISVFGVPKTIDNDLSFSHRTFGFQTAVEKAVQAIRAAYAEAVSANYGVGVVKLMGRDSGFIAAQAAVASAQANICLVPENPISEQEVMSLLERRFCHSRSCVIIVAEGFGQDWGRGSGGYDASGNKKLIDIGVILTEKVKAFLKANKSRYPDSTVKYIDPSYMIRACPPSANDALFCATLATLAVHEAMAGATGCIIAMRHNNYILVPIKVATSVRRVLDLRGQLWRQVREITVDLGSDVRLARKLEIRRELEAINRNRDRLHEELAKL
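ADP-Glo luminescence quantified ADP after 45 min at room temperature, with 1.25 nM T. brucei PFK, 0.1 mM ATP and 0.5 mM fructose-6-phosphate in pH 8.0 TEA buffer. qHTS titrations up to 57 µM; curves classified by quality.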
RORgamma inh = blocks mouse ROR gamma transcriptional activity; Drosophila S2 Gal4-RORgamma UAS-luciferase reporter, 20 h; Potency, µM (highest dose often 53.6 µM), for the others: at the highest dose activity change, negative = inhibition, hits mostly inhibitors; actives 5.4% (n = 310,000); P51450; further: potency means the concentration at half of the fitted maximal effect; on the % scale 0 is the no-effect control and ±100 the full control effect; nearly all actives have a fitted effect of over 60% in size
Target sequence (P51450 whole entry, looked up, the tested form may be a part): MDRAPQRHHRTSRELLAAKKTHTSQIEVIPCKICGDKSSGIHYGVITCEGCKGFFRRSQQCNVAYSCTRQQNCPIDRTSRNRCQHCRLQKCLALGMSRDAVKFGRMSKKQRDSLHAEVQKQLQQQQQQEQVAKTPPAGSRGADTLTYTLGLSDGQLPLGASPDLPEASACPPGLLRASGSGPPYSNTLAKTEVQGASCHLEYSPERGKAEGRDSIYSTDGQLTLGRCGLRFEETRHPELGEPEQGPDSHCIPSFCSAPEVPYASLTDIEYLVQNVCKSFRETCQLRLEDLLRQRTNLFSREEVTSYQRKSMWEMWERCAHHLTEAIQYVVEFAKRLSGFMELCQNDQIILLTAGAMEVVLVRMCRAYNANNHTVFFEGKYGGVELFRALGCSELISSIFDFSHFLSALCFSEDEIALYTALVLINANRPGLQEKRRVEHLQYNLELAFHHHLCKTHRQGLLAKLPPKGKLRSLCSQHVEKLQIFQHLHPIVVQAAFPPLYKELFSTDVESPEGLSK
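Stable Schneider cell line, Gal4 DNA-binding domain fused to ROR gamma, UAS-luciferase. Cmpd 1 hr RT → CuSO4 700 uM final → 20 hr RT → luciferase reagent 10 min → luminescence.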
ELG1 genotoxic = induces genotoxicity in HEK293T cells with luciferase-tagged ELG1. HEK293T ELG1-luciferase reporter, luminescence, 16 h. Potency, µM (highest dose often 46 µM), inactives show at the top dose activity change, positive = activation, actives largely listed as activators. actives 1.3% (n = 330,000). AID 504466; further: potency means the concentration at half of the fitted maximal effect; % of control where 0% means no effect; nearly all actives have a fitted effect of over 60% in size
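After overnight (16 hr) compound treatment at 37 °C, ELG1-luciferase HEK293T cells were lysed with ONE-Glo; luminescence quantified 30 min later at room temperature.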
VP16 counter = counter-screen for ROR gamma inhibitors: Gal4-VP16 reporter; Drosophila S2 Gal4-VP16 UAS-luciferase, luminescence, 20 h; Potency, µM (highest dose often 53.6 µM), inactives show at the top dose activity, negative = inhibition, actives largely listed as inhibitors; actives 3.5% (n = 310,000); AID 2546;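 further: Gal4-VP16 expression switched on by copper sulfate through the metallothionein promoter; potency means the concentration at half of the fitted maximal effect; on the % scale 0 is the no-effect control and ±100 the full control effect; nearly all actives have a fitted effect of over 50% in size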
Rab9 prom act = Rab9 promoter activation; Huh7 Rab9 promoter-luciferase reporter, luminescence, 24 h; Potency, µM (highest dose often 9.22 µM), for the others: at the highest dose activation, negative = inhibition, most hits filed as activators; actives 2.8% (n = 320,000); further: potency means the concentration at half of the fitted maximal effect; % of control where 0% means no effect; nearly all actives have a fitted effect of over 60% in size
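Cells were plated at 1500 per well in reduced-serum medium with 10% FBS and left 2 h. Compound in DMSO was then added for 24 h at 37 °C. Reporter signal was read by luminescence after 10 min with luciferase detection reagent.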
KCNH2 3.1 inh = inhibitors of human KCNH2 3.1 potassium channel isoform | U2OS KCNH2 3.1, thallium flux FluxOr; active compounds read low | activity change, % (tested at about 1.8 µM) | actives 0.95% (n = 340,000) | AID 720553;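 active means maximum activity change below -70%; inconclusive means maximum activity change from -70% to -50%; inactive means maximum activity change above -50%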;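 further: thallium influx rate constant from kinetic fluorescence after stimulation buffer; on the % scale 0 is the no-effect control and ±100 the full control effect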
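Kinetic fluorescence (2 min after stimulation buffer) measures Tl+ influx through KCNH2 3.1 expressed by viral transduction in U2OS cells; the rate constant is normalized against DMSO controls serving as positive and negative references.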
The depositor's hits bear a star; ? = inconclusive; · = no result given; & = joins results of further samples; [ ] = another dose, or the depositor's remark. Unless noted, the call rests on the fitted dose curve; in most records, active means well fitted curve in the direction sought with a large enough effect; inconclusive means small, poorly fitted or top-dose-only effect, or another doubt; inactive means no such curve, though single readings can be large; an effect the other way counts as inactive or inconclusive.

compound	FLuc counter	Giardia killer	NPC1 prom act	FBPA coupling cs	uPA surface inh	Tb PFK block	RORgamma inh	ELG1 genotoxic	VP16 counter	Rab9 prom act	KCNH2 3.1 inh
O=C(Cc1cccc(NC(=O)C2CCCN(C(=O)C3CCCCC3)C2)c1)Nc1cccc(C(=O)N2CCCC2)c1 (stereo unspecified)	-2%	-15	-1%	·	20%	1%	·	1%	·	-2%	-10
COCCOc1ccc(C(F)(F)F)cc1NC(=O)CN1C(=O)NC2(CCc3ccccc32)C1=O (stereo unspecified)	1%	9	4%	·	-4%	-3%	·	13%	·	0%	-1
CCc1ccc(OCC(=O)Nc2ccc3c(c2)COC3=O)cc1	?	23	-12%	2	1%	0%	17%	3%	8%	1%	13
COC(=O)c1c(NC(=O)Cc2cccs2)sc(C)c1C	1%[2.3 µM]	-20	-3%	4	·	-4%	6%	1%	-3%	1%	-9
CCOC(=O)c1c(-c2ccccc2)oc2ccc(OC(C)=O)cc12	-2%	-15	-2%	0	-4%	-5%	15%	-4%	-2%	6%	0
COc1ccc(NC(=O)Nc2nnc(-c3ccccc3SCc3ccccc3)s2)cc1	0%	6	-5%	0	8%	5%	-31%	-1%	-20%	-4%	4
COc1ccccc1NC(=S)NCCC(c1ccccc1)c1ccccc1	5%	5	-2%	11	5%	-1%	11µM*	-5%	?	-1%	-4
Cc1ccc(C)c(N2CCN(S(=O)(=O)c3cc4c(cc3C)NC(=O)CO4)CC2)c1	2%	-8	-3%	4	16%	-4%	-13%	0%	1%	-4%	-22
O=C(COc1ccc(Cl)cc1)NCc1nnc2c3ccccc3c(-c3ccccc3)nn12	2%	2	-2%	-1	-20%	-3%	41%	-6%	1%	-4%	-6
COc1ccc(S(=O)(=O)N2CCOCC2)cc1NC(=O)COC(=O)C1=COCCO1	-1%	?	-2%	0	2%	-1%	-6%	4%	-1%	0%	0
CCOc1ccc(CCNC(=O)c2nnc(Cc3ccc(F)cc3)o2)cc1OCC	4%	-10	0%	3	3%	-10%	0%	0%	-6%	1%	-6
O=C(NCCCN1CCOCC1)C(=O)NCC1OCCN1S(=O)(=O)c1cc(F)ccc1F (stereo unspecified)	4%	-5	3%	-1	-5%	-1%	3%	-10%	3%	3%	4
COc1ccc([N+](=O)[O-])cc1NCC(=O)c1ccc(C)cc1	-18%	-5	-5%	-3	-2%	-2%	12%	4%	3%	-3%	-3
CCN(CC)CCCNc1ncnc2ccccc12	3%	-1	-1%	-3	1%	0%	1%	-1%	3%	-1%	-3
CSc1nncc(/C(C)=N\Nc2ccccc2C)n1	-9%	6	1%	3	0%	1%	4%	8%	3%	-5%	?
O=C(COC(=O)Cc1ccccc1F)Nc1ccccc1[N+](=O)[O-]	-11%	-5	-5%	·	-27%	2%	·	0%	·	1%	-6
CCOC(=O)c1oc2ccccc2c1NC(=O)c1ccccc1OC	2%	5	-3%	1	·	0%	27%	-13%	-3%	0%	-8
COc1ccccc1-n1c(SCC(=O)Nc2cccc(C(=O)O)c2)nnc1-c1ccccc1C	7%	-3	2%	-1	20%	-4%	12%	2%	4%	0%	-3
COc1cccc(CNC2CCCCCCC2)c1OC	-3%	15	0%	-1	-2%	0%	1%	-8%	-5%	-6%	14
Cc1ccc(S(=O)(=O)N2[C@@H](c3ccccc3)C(C(=O)O)=CC[C@H]2c2cccc(Cl)c2)cc1	0%	?	-2%	·	-2%	-9%	·	-1%	·	-5%	-8
CN1Cc2c(N3CCOCC3)nc3sc(C(=O)c4ccc(Br)cc4)c(N)c3c2CC1(C)C	2%	2	2%	-5	13%	2%	11µM*	-14%	?	-11%	9
c1csc(-c2cc(N3CCCCC3)c3ccccc3n2)c1	-15%	-9	-2%	2	1%	-17%	-6%	-4%	-20%	-2%	-7
Cc1ccnc(NS(=O)(=O)c2ccc(NS(C)(=O)=O)cc2)n1	7%	-16	2%	2	-4%	1%	-15%	-1%	5%	-4%	6
O=C(NCCC(=O)N(CCc1ccccc1)Cc1ccccc1)c1ccccc1Cl	-3%	0	1%	·	-2%	0%	·	-5%	·	2%	-14
COc1cc2c(cc1OC)C(c1cccs1)N(C(=O)C(C)C)CC2 (stereo unspecified)	3%	2	-6%	0	-6%	-3%	-3%	4%	1%	-4%	-13
COc1ccc(/C=c2\sc3nc(=O)c(C)nn3c2=O)c(OC)c1	1%	-14	2%	4	0%	-3%	-4%	3%	-5%	-3%	-3
COc1cc(/C=C2\SC(=S)N(CCCCC(=O)O)C2=O)ccc1OS(=O)(=O)c1ccc(C)cc1	4%	-2	-8%	·	?	-30%	·	-3%	·	1%	-1
CCOC(=O)C1CCCN(C2CCN(Cc3nc(Cc4ccccc4)no3)CC2)C1 (stereo unspecified)	-2%	-7	-2%	4	0%	1%	-12%	-2%	-3%	0%	-5
CCCCN(CC)C(=O)c1cc2c(=O)[nH]c3ccc(C)cc3c2s1	-14%	14	-7%	2	-2%	0%	23%	-4%	-6%	0%	12
COc1ccnc(Oc2ccc(C)cc2)c1C#N	?	10	21%	4	-5%	-9%	-11%	2%	3%	20%	17
Cc1cccc(NC(=O)CCSc2ccccn2)c1	?	-19	4%	0	-11%	-12%	13%	15%	1%	15%	7
Cc1occc1C(=O)NCCCCc1ccccc1	-18%	-12	14%	3	-3%	2%	-42%	15%	0%	10%	-5
CC(C)CN1CCNC(=O)C1CC(=O)N(C)CC1CCOCC1 (stereo unspecified)	0%	-3	-1%	-12	3%	0%	-16%	-1%	-1%	-4%	28
COc1ccc(C(CNS(=O)(=O)c2cccc(F)c2)N2CCCC2)cc1 (stereo unspecified)	·	-2	·	·	2%	4%	·	-1%	·	·	3
CC[n+]1c(C=C2C=C(C)OC(C)=C2)sc2ccccc21	2%	7	-39%[inhibitor]	0	-18%	0%	?	-8%	10µM*	-37%[inhibitor]	5
Fc1cnc(N2CCOCC2)nc1N1CCOCC1	2%	1	-3%	0	3%	6%	15%	0%	3%	-11%	2
COc1ccc(OC)c(C=NNC(=O)c2ccccc2NS(=O)(=O)c2cccs2)c1	·	-2	·	·	-10%	-4%	·	-1%	·	·	-9
COC(=O)C1=C(C)N(Cc2ccccc2)C(=NCc2ccccc2)N[C@H]1c1cccc(F)c1	-2%	-27	-1%	1	?	0%	?	0%	-16%	-3%	·
COC(=O)COc1nsnc1N1CCOCC1	0%	-8	-1%	3	-3%	-18%	0%	0%	0%	6%	-5
COc1ccc(-n2nnnc2SCC(=O)N2CCCc3ccccc32)cc1OC	-1%	0	-2%	1	0%	-3%	-20%	0%	-7%	-3%	12
Cc1ccc(Oc2ncccc2/C=N/OCc2ccc(Cl)cc2Cl)cc1	10%	-8	-1%	-1	1%	-6%	1%	1%	4%	-4%	3
CCCNC(=O)CCc1c(C)nc2nc(-c3cc(OC)cc(OC)c3)nn2c1C	-6%&4%	6	-5%	-1	-5%	-4%	22%	0%	-1%	-1%	6
CCOc1ccccc1C(=O)N[C@H](C(=O)Nc1cc(S(=O)(=O)N(C)C)ccc1OC)C(C)C	1%	16	-10%	1	-1%	2%	-26%	-8%	0%	4%	1
CC1=[N+]([O-])C(N2CCOCC2)C(O)(c2ccccc2)C1 (stereo unspecified)	1%	-22	-3%	0	0%	2%	-26%	13%	-1%	3%	-3
COc1ccc2c(c1)c(C(=O)O)c(C)n2-c1ccccc1	3%	-23	-1%	12	-4%	-4%	-7%	0%	-13%	5%	3
CN(CCO)C(=O)C1CCN(c2ncc(C(F)(F)F)cc2Cl)CC1	2%	13	-8%	2	-2%	1%	?	-6%	-2%	7%	3
CCOc1ccc(Nc2nc(NCCN3CCOCC3)nc(OC)n2)cc1	-17%	15	3%	-2	7%	-5%	-5%	2%	-1%	-2%	-8
Cc1ccc(SCC(=O)OCC(=O)N(CC(C)C)c2c(N)n(Cc3ccccc3)c(=O)[nH]c2=O)cc1C	1%	-3	16%	·	19%	0%	·	1%	·	-5%	-1
COc1cc(/C=C2/NC(=O)N(Cc3ccccc3F)C2=O)ccc1O	5%	-8	-20%	-1	-10%	0%	7%	?	-1%	1%	-104*
COC(=O)C(O)(CC(=O)Nc1cccc(SC)c1)C(F)(F)F (stereo unspecified)	-1%	-15	-4%	3	8%	1%	-22%	-5%	-1%	-3%	-5
CCOC(=O)N1CCN(CC(O)COc2ccc(C)cc2C(C)(C)C)CC1 (stereo unspecified)	0%	-12	0%	-2	6%	-10%	44%	-5%	-17%	3%	-11
CCc1cccc(NC(=O)Cn2ncn3c(cc4ccccc43)c2=O)c1	0%	-8	-4%	1	2%	-5%	8%	0%	-4%	0%	5
